BRCA1 expr up = BRCA1 expression activation; AID 624202; hit rate 1.1% among 380,000; Potency, µM (top dose mostly 46.1 µM), inactives show top-dose activation, hits mostly activators; MCF7-BRCA1-FFLuc reporter, luminescence, 48 h; response scale: scaled: vehicle 0%, 10 µM genistein 100%; further: nearly all actives have a fitted effect of over 80% in size; some results filed as inactive show a strong effect at the top dose
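MCF7-BRCA1-FFLuc cells, 2000/well in phenol-red-free MEM, attached 2 h then treated 48 h at 37 C. Luciferase luminescence read 15 min after reagent; normalized to genistein maximum activation (10microM) and DMSO, concentration-response fitted.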
RORg inh = inhibitors of mouse ROR gamma transcriptional activity; P51450; Drosophila S2 Gal4-RORgamma UAS-luciferase reporter, 20 h; Potency, µM (series often up to 53.6 µM), inactives show top-dose activity change, negative = inhibition, usual class: inhibitors; hit rate 5.4% among 310,000; further: on the % scale 0 is the no-effect control and ±100 the full control effect; nearly all actives have a fitted effect of over 60% in size
Target sequence (P51450 whole entry, looked up, the tested form may be a part): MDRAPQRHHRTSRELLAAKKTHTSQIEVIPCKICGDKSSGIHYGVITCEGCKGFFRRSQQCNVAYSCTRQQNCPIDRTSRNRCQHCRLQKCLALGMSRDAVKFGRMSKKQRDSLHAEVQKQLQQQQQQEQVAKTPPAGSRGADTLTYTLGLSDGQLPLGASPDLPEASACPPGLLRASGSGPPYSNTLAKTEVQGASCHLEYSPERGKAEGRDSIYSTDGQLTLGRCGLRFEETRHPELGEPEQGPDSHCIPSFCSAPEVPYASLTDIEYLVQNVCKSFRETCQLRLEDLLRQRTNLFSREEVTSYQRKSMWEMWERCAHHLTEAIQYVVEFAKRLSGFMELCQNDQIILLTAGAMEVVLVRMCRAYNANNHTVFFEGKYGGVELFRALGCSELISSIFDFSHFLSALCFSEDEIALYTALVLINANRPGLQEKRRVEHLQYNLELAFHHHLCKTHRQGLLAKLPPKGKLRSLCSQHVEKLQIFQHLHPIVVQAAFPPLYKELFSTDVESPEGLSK
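Using a luciferase readout, inhibitors were identified by reduced reporter activity in Drosophila cells coexpressing a copper-inducible Gal4–ROR gamma fusion and UAS-driven Photinus luciferase, incubated 20 hr after 700 uM copper sulfate.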
uPA surface inh = cell surface uPA generation inhibition | Potency, µM (series often up to 38.3 µM), inactives show at the highest dose activity change, negative = inhibition, actives largely listed as inhibitors | cell surface uPA generation assay, qHTS | hit rate 0.31% among 330,000; active means well fitted inhibition curve with a large enough effect; inconclusive means small, poorly fitted or top-dose-only effect; inactive means no such curve, though single readings can be large or run the other way; tested in mouse RAW 264.7 cells; further: on the % scale 0 is the no-effect control and ±100 the full control effect; nearly all actives have a fitted effect of over 55% in size
Rab9 prom act = activates the Rab9 promoter; Huh7 Rab9 promoter-luciferase reporter, luminescence, 24 h; Potency, µM (titrated, usually from 9.22 µM), inactives show at the top dose activation, negative = inhibition, most hits filed as activators; hit rate 2.8% among 320,000; AID 485297; further: % of control where 0% means no effect; nearly all actives have a fitted effect of over 60% in size
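Huh7 cells stably carrying Rab9 promoter–luciferase reporter, plated 1500 cells/well, compound added after 2 h and incubated 24 h at 37 °C; luciferase luminescence then read after 10 min with detection reagent.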
NPC1 promoter act = activators of NPC1 promoter; Huh7 NPC1 promoter luciferase reporter, 24 h; Potency, µM (titrated, usually from 9.22 µM), for inactives: top-dose activation, most hits filed as activators; hit rate 2.4% among 320,000;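 further: % of control where 0% means no effect; nearly all actives have a fitted effect of over 60% in size; reporter is driven by a mutant NPC1 promoter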
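Luciferase expression driven by the NPC1 promoter was measured in stably transfected Huh7 cells after a 24 h compound incubation, using a luciferase reagent and a luminescence read.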
Gal4-VP16 FLuc = counter-screen for ROR gamma inhibitors: Gal4-VP16 reporter. Potency, µM (top dose mostly 53.6 µM), inactives show top-dose activity, negative = inhibition, usual class: inhibitors. AID 2546. Drosophila S2 Gal4-VP16 UAS-luciferase, luminescence, 20 h. hit rate 3.5% among 310,000;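 further: Gal4-VP16 expression switched on by copper sulfate through the metallothionein promoter; on the % scale 0 is the no-effect control and ±100 the full control effect; nearly all actives have a fitted effect of over 50% in size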
ELG1 genotoxic = induces genotoxicity in HEK293T cells with luciferase-tagged ELG1; hit rate 1.3% among 330,000; Potency, µM (doses to about 46 µM), without a hit: at the top dose activity change, positive = activation, hits mostly activators; AID 504466; HEK293T ELG1-luciferase reporter, luminescence, 16 h; further: % of control where 0% means no effect; nearly all actives have a fitted effect of over 60% in size
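Cells (2,000/well) expressing the ELG1-luciferase fusion are dosed by pin tool and kept 16 hr at 37 °C, 5% CO2. Signal comes from ONE-Glo luciferase reagent after 30 min at room temperature.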
FLuc counter = inhibits or activates purified firefly luciferase, miR-21 counter-screen; purified FLuc, Km substrates, luminescence inhibition; hit rate 6.9% among 360,000; Potency, µM (series often up to 57.5 µM), for inactives: top-dose activity change, negative = inhibition, hits mostly inhibitors;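 further: plate controls were vehicle for no effect and reference inhibitor for full effect; nearly all actives have a fitted effect of over 55% in size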
Target sequence (P08659 whole entry, looked up): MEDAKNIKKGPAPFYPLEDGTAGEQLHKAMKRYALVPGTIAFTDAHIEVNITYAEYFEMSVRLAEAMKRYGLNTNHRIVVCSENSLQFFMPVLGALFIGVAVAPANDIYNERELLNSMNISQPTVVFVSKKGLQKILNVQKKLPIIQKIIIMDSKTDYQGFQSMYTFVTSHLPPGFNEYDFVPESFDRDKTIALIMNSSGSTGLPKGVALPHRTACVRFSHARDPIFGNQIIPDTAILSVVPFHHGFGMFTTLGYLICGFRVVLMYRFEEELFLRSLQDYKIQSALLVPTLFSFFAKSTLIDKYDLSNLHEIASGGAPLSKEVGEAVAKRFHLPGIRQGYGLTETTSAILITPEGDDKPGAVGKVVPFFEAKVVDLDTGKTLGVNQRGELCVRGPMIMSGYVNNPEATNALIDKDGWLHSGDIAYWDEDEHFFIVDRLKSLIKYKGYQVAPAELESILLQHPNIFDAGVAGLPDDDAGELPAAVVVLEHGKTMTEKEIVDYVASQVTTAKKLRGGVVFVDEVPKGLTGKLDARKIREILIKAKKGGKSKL
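Purified P. pyralis luciferase, 10 nM final, with Km-level 10 uM D-luciferin and 10 uM ATP in 50 mM Tris acetate pH 7.5, 10 mM Mg acetate, 0.01% Tween-20, 0.05% BSA; 6-point qHTS titration about 60 µM downward; luminescence read.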
p53 reactivator = re-activators of mutant p53 | H1299 p53-A138V BP100-luciferase reporter, luminescence, 24 h | Potency, µM (top dose mostly 92.2 µM), inactives show top-dose activity change, positive = activation, actives largely listed as activators | hit rate 0.063% among 320,000; further: % of control where 0% means no effect; nearly all actives have a fitted effect of over 45% in size
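H1299 (p53-null), stable ts p53-A138V + BP100-Luc; 1000 cells/well, Opti-MEM/10% FBS; cpd 4 pt, 1:5; 24 h, 37 deg C, 5% CO2; detection reagent 10 min RT; luminescence.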
MBNL1-CUG inh = blocks human MBNL1 binding to CUG repeat RNA; Q9NR56; TR-FRET MBNL1-His/biotin-(CUG)12 binding, 665/545 ratio; Potency, µM (highest dose often 57.5 µM), for inactives: top-dose activity change, negative = inhibition, hits mostly inhibitors; hit rate 0.036% among 280,000; active means well fitted inhibition curve with a large enough effect in the signal ratio, with a control signal flat, not every such curve was filed as active; inconclusive means small, poorly fitted or top-dose-only effect, or effect the other way, or a change in a side signal; inactive means no such curve, though single readings can be large or run the other way; the % refers to the signal ratio; further: on the % scale 0 is the no-effect control and ±100 the full control effect
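Inhibition of protein-RNA binding appears as loss of TR-FRET between terbium anti-His antibody on MBNL1-His and streptavidin-XL665 on biotin-(CUG)12. Activity is normalized to buffer-only and uninhibited-complex controls.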
Active calls of the source: *; ? = inconclusive; . = not tested or not shown; [ ] = dose if it differs, or a comment. Unless noted, the call rests on the fitted dose curve; in most records, active means well fitted curve in the direction sought with a large enough effect; inconclusive means small, poorly fitted or top-dose-only effect, or another doubt; inactive means no such curve, though single readings can be large; an effect the other way counts as inactive or inconclusive. Potency means the concentration at half of the fitted maximal effect. Hits appear at their usual frequency. Share with any hit: about 13%.

Below each SMILES: BRCA1 expr up, RORg inh, uPA surface inh, Rab9 prom act, NPC1 promoter act, Gal4-VP16 FLuc, ELG1 genotoxic, FLuc counter, p53 reactivator, MBNL1-CUG inh
CCC(CCC(=O)Nc1ccn(-c2ccccc2)n1)C(=O)O (stereo not given)
→ 16%, 12%, -1%, 11%, 3%, -13%, 2%, -9%, 0%, -6%
COCCNC(=O)C(c1cccs1)N(C(=O)Cn1nnc2ccccc21)c1ccc2c(c1)OCO2 (stereo not given)
→ 0%, 4%, 0%, 6%, -1%, -8%, -6%, 12%, -14%, -2%
O=C(CNC(=O)c1ccc(Br)o1)Nc1cccc(-c2cnc3ccccc3n2)c1
→ 2%, 7%, 6%, 14%, -2%, -7%, -6%, -10%, 19%, 24%
O=C(c1ccc(F)cc1)N1CCC(N2CCOCC2)CC1
→ -9%, -18%, -2%, -2%, -5%, -7%, -3%, 3%, 18%, -2%
Cc1ccc(NC(=O)COC(=O)c2cc(Cl)ccc2Cl)c(Br)c1
→ -15%, -40%, 12%, 4%, 5%, ?, 6%, 2%, 11%, ?
Clc1ccccc1C1CC(c2ccccc2)Nc2ncnn21 (stereo not given)
→ -5%, ?, -17%, 2%, -8%, -17%, -9%, -2%, -1%, 4%
CC1(C)NC(=O)N(CC(=O)N2CCN(S(=O)(=O)c3ccccc3C(F)(F)F)CC2)C1=O
→ -14%, ., 2%, -7%, 0%, ., -1%, 4%, ?, .
N#Cc1cc(S(=O)(=O)c2ccc(F)cc2)c(N)[nH]c1=O
→ 7%, 0%, -7%, 3%, -3%, 2%, 0%, -15%, 2%, -16%
CC(=O)C1=C(O)CCC1=NCCc1ccccc1
→ 9%, -10%, 2%, -2%, -2%, -19%, 6%, 4%, 2%, -1%
O=C(Oc1coc(CSc2ncccn2)cc1=O)c1ccccc1[N+](=O)[O-]
→ 8%, -14%, 8%, 3%, -5%, -11%, -16%, 6.7µM*, 14%, ?
O=C(Oc1ccc(=O)n(-c2ccccc2)n1)c1ccc(Cl)cc1
→ 2%, -22%, -2%, -10%, -1%, -18%, -2%, -13%, 3%, 1%
CCOC(=O)c1[nH]c2ccc(OC)cc2c1C
→ 27%, 19%, -5%, ?, ?, ?, ?, 13µM*, 9%, -4%
CCOC(=O)C1C(c2cc(OC)c(O)c(OC)c2)NC(=S)NC1(O)C(F)(F)F (stereo not given)
→ 17%, 8%, 0%, 2%, 1%, 8%, -1%, 1%, 5%, .
Cc1cc(S(=O)(=O)NCc2ccc3c(c2)OCO3)ccc1F
→ -2%, -22%, -23%, 5%, -2%, -1%, -2%, -2%, 8%, -5%
Oc1cc2c(cc1O)C(c1ccccc1)CNCC2 (stereo not given)
→ 4%, -8%, -16%, 1%[46.1 µM], 0%[46.1 µM], 2%, ., ., ., .
O=c1[nH][nH]c2cc(=O)n(-c3ccc(Cl)cc3)nc12
→ 4%, -16%, 2%, 3%, -3%, -8%, -4%, ?, -2%, ?
CCN(C(=O)COC(=O)c1cccs1)c1c(N)n(Cc2ccccc2)c(=O)[nH]c1=O
→ -32%, ., -3%, -1%, 2%, ., -3%, 1%, -1%, .
CCOC(=O)c1ccc(OCCOc2cccc(C)c2)cc1
→ 4%, 12%, 5%, 0%, 2%, -8%, -5%, -1%, ., -8%
O=C(NCc1cccs1)C1CCC(CNS(=O)(=O)c2ccc(Br)s2)CC1 (stereo not given)
→ -30%, -30%, -3%, 6%, 1%, -2%, -12%, 1%, 5%, 8%
CCc1cccc(CC)c1NC(=S)NCC(c1cccnc1)N(C)C (stereo not given)
→ 1%, -32%, -2%, 3%, -5%, 3%, 0%, 0%, 0%, -1%
CCCC1COC(Cn2cncn2)(c2ccc(C)cc2)O1 (stereo not given)
→ -2%, -24%, 4%, 2%, 2%, 3%, 2%, -2%, ?, 7%
Cn1c(COc2ccc3ccccc3c2)nnc1SCC(=O)O
→ 8%, -19%, -6%, 2%, ?, -21%, -4%, -16%, -5%, -4%
Clc1ccc(Nc2ncnc3c2cnn3-c2ccccc2)cc1
→ -21%, 29%, 8%, ?, ?, ?, 12µM*, 13µM*, ?, -5%
CS(=O)(=O)N(CC(=O)Nc1ccccc1C(=O)NCc1ccco1)c1ccc2c(c1)OCCO2
→ 4%, ?, ., -2%, 2%, 6%, -4%, 0%, -7%, 3%
Cc1nc2cc(NCc3cc([N+](=O)[O-])ccc3O)ccc2n1Cc1ccccc1
→ -12%, -14%, 1%, ?, 5%, -13%, 0%, ?, 6%, 13%
O=C(Nc1ccc(N2CCOCC2)c(Cl)c1)c1ccccc1Cl
→ ?, -9%, 0%, ?, 26%, -2%, ?, 27µM*, 3%, 3%
Cc1nnc(SCc2ccccc2)[nH]c1=O
→ -6%, 27%, 0%, 3%, -1%, -9%, -1%, ?, 0%, -24%
CC(=O)Nc1ccc(N2CCC(C)CC2)c([N+](=O)[O-])c1
→ 30%, 6%, -3%, 9%, 0%, -3%, 6%, ?, 1%, ?
O=C(CC1C(=O)NCCN1Cc1ccc(F)c(F)c1)NCCn1cccn1 (stereo not given)
→ 30%, 18%, 1%, -1%, -2%, -9%, 2%, 0%, 1%, -5%
O=S1(=O)CCN(Cc2ccccc2Cl)CC1
→ 11%, -5%, 4%, 6%, 1%, -5%, 0%, -1%, 6%, 6%
Cc1cc(CN(C)C(=O)CC2C(=O)NCCN2Cc2ccc(F)c(F)c2)on1 (stereo not given)
→ -7%, 1%, 0%, -1%, 4%, -5%, -1%, -1%, 1%, -6%
COc1cccc(OCCn2ccnc2)c1
→ -3%, 10%, ., 6%, 0%, -10%, 0%, 0%, -12%, -4%
CCOC(=O)c1ccc(NC(=O)N2CCN(Cc3ccccc3)CC2)cc1
→ 3%, -3%, 4%, 2%, 6%, -2%, -7%, -26%, -2%, -7%
CCC(Sc1nccn1C)C(=O)Nc1nnc(C)s1 (stereo not given)
→ 0%, -16%, 2%, -1%, -2%, 3%, 0%, 1%, -1%, 21%
COc1ccccc1NC(=O)/C=C/C(=O)O
→ 21%, 9%, -18%, -2%, 2%, 1%, 3%, -1%, 3%, -7%
O=C(O)COc1ccc(-c2nnn(Cc3ccccc3F)n2)cc1
→ -16%, -40%, -5%, -1%, 9%, ?, 7%, 19µM*, -2%, 6%
COc1ccc(C)cc1Nc1nnc(C)c(=O)[nH]1
→ -18%, 8%, -3%, 1%, -2%, -4%, 0%, 0%, -3%, -6%
COc1ccc(NC(=O)c2oc3ccc(S(=O)(=O)N4CCC5(CC4)OCCO5)cc3c2C)cc1
→ -84%, -3%, ., -13%, -6%, -23%, -11%, -15%, -17%, 8%
CSc1n[nH]c2nc3c(c(=O)n12)C1(CCCCC1)Cc1ccccc1-3
→ -22%, -43%, 5%, 0%, -4%, -19%, -2%, -9%, 0%, -20%
O=C(Nc1cc(Br)ccc1O)c1cc(-c2ccco2)on1
→ 37%, -6%, ?, -2%, 0%, 5%, 25%, -18%, 21%, 6%
O=C(OCCCN=C1NS(=O)(=O)c2ccccc21)c1ccccc1F
→ 7%, 22%, 2%, 0%, 2%, -9%, -6%, 5%, -6%, -7%
COC(=O)c1c(C)n(-c2ccc(C)cc2)c2ccc(O)cc12
→ -45%, ?, ., -1%, 2%, -1%, 10%, -1%, 1%, -8%
O=C(CSc1nnc2c(n1)[nH]c1ccc(F)cc12)Nc1ccccc1F
→ 24%, 2%, 1%, 15%[1.84 µM], 28%, 7%, -3%, 2%, 10%, -11%
COc1cc(NC(=O)COc2cccc3c2OC(C)(C)C3)cc(OC)c1OC
→ -20%, ., ?, -18%, -4%, ., -8%, 6%, -5%, .
CC(=O)Nc1nc(CC(C)C)cc2c1c(=O)oc1ccccc12
→ -22%, 15%, 0%, -1%, -2%, 1%, 5%, 1%, -6%, 13%
CCCCSc1nc(C)c(CC(=O)OC)c(=O)[nH]1
→ 0%, -4%, -2%, 9%, 0%, -3%, 3%, 1%, 18%, -20%
C=C(C)CN=c1scc(C)n1/N=C/c1ccco1
→ 15%, ?, -7%, 11%, 6%, -1%, 4%, -10%, -3%, 20%
O=[N+]([O-])c1ccc([C@H](O)[C@H](CO)N=Cc2ccccc2O)cc1
→ 27%, -9%, -7%, 16%, 8%, 3%, 5%, -1%, 0%, 21%
COCCCN(Cc1cccs1)S(=O)(=O)c1c[nH]c(C(=O)OC)c1
→ -2%, 1%, -7%, 6%, -2%, -12%, 2%, 3%, -6%, 1%
COc1ccc(C(=O)Nc2cccc(OC(=O)c3ccc(C)c(C)c3)c2)cc1
→ 13%, -12%, -7%, 24%, ?, -22%, 10%, 11µM*, ?, -5%

Some of the entries so far, with bars between the fields.
smiles | BRCA1 expr up | RORg inh | uPA surface inh | Rab9 prom act | NPC1 promoter act | Gal4-VP16 FLuc | ELG1 genotoxic | FLuc counter | p53 reactivator | MBNL1-CUG inh
O=[N+]([O-])c1ccc([C@H](O)[C@H](CO)N=Cc2ccccc2O)cc1 | 27% | -9% | -7% | 16% | 8% | 3% | 5% | -1% | 0% | 21%
COCCCN(Cc1cccs1)S(=O)(=O)c1c[nH]c(C(=O)OC)c1 | -2% | 1% | -7% | 6% | -2% | -12% | 2% | 3% | -6% | 1%
